Screening results (PubChem BioAssay)
NALP1 inh: NALP1 inflammasome inhibitors in reconstituted yeast, colorimetric, S. cerevisiae, triplicate retest | S. cerevisiae NALP1/ASC/caspase-1 growth, X-gal OD620, 72 h | inhibition, % at 10 µM | actives 0.61% (n = 280,000); in the data active = inhibition mostly above about 24%, no sharp cut-off; inactive = mostly below about 32%; also: some compounds called inactive have numbers as strong as hits
MEKK3 PB1 HTS: modulators of MEKK3-MEK5 PB1 binding, primary screen, biochemical, wildtype MEKK3, multiplex bead flow cytometry, Alexa488-MEK5; AID 1529, 2009; bead-based flow cytometry, Alexa488-MEK5 binding to MEKK3; actives lie on both sides; 0 = blocked by unlabeled MEK5, 100 = vehicle; Mitogen-activated protein kinase kinase kinase 3 (Homo sapiens), Q99759; binding response (% of control), % at 10 µM; actives 1.4% (n = 290,000);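 active = binding response more than 3 SD above or below the average of its plate-row segment, actives on both sides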;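 also: Alexa488 bead fluorescence after subtracting the streptavidin-only scavenger bead signal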
OXTR ag: human OXTR agonists, primary screen, fluorescence, CHO-OTR cells, Fluo-8 calcium. actives 0.32% (n = 320,000). Oxytocin receptor (Homo sapiens), P30559. activation, % at 3 µM. Fluo-8 calcium fluorescence; normalized: DMSO 0%, oxytocin 100%;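 active = activation above the mean of all tested compounds plus 3 SD, cutoff set per screening run, cut at about 20% in these data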;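 also: peak over basal fluorescence ratio from a 100 s FLIPR kinetic read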
Target sequence (P30559 whole entry, looked up): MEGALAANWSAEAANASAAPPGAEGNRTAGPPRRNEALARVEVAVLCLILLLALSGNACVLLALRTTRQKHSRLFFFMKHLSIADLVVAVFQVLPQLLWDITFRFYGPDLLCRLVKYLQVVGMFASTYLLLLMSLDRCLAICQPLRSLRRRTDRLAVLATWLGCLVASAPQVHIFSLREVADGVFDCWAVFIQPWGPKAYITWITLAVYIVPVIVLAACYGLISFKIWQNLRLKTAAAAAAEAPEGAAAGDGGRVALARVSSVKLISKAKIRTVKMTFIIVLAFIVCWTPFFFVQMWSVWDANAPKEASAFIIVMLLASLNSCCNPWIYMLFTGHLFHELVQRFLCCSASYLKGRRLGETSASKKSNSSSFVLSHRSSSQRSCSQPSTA
PHOSPHO1 block: PubChem AID 1565 | Phosphoethanolamine/phosphocholine phosphatase (Homo sapiens), Q8TCT1 | recombinant PHOSPHO1, absorbance phosphatase assay | inhibition, % at 13.3 µM | actives 1.1% (n = 290,000); in the data active = inhibition above about 60%
MEKK2 mut-MEK5: MEK5 binding signal on mutant MEKK2 PB1, primary screen, biochemical, multiplex bead flow cytometry, Alexa488-MEK5; Alexa488-MEK5 binding to MEKK2 mutant; percent response, % at 10 µM; actives 0.35% (n = 290,000); AID 1530, 2009; in the data active = percent response above about 24%, passing the limit was not always enough; also: inactives centre near 1; some results filed as inactive read as strong as hits; reference of the scale not given here
GalR3 antagonist: GalR3 antagonists in HEK293 cells, primary screen, cell-based, fluorescence readout | Galanin receptor type 3 (Homo sapiens), O60755 | HEK293 GalR3-CNG cAMP membrane potential fluorescence; galR3 body fused to GalR1 C-terminus | inhibition, % at 3 µM | actives 0.44% (n = 360,000) | AID 651719, 2012;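 active = inhibition above the screen-wide average plus 3 SD, cut at about 13% in these data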;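 also: forskolin and galanin both at EC90 stimulate the cells; cAMP rise reported by CNG channel membrane potential dye signal; 0% = forskolin plus galanin with DMSO and 100% = forskolin alone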
Target sequence (O60755 1-299 limits assumed): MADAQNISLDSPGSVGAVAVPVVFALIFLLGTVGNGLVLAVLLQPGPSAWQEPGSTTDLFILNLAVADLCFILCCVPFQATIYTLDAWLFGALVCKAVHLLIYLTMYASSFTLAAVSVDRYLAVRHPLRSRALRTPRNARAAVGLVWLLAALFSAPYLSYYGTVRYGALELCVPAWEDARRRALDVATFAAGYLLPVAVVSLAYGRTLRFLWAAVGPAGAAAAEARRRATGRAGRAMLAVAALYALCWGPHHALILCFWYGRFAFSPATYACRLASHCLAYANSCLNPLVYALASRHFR
GPR7 antag: GPR7 receptor antagonists, primary screen, cell-based, fluorescence, single concentration; GPR7-expressing cells, fluorescence antagonist assay; inhibition, % at 4.4 µM; actives 1.1% (n = 290,000); in the data active = inhibition above about 16%, passing the limit was not always enough;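 also: cells stimulated with the agonist NPW; 0% = agonist with vehicle and 100% = vehicle without agonist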
Target sequence (P48145 whole entry, looked up): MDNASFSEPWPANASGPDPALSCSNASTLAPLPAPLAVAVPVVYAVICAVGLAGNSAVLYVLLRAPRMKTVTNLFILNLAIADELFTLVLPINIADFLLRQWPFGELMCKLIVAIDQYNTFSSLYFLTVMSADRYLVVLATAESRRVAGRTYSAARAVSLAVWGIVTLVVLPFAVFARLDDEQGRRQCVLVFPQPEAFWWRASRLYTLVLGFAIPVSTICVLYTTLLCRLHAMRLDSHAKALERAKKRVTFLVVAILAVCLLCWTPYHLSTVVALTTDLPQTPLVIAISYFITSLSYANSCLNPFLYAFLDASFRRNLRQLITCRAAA
MEKK2wt PB1 HTS: modulators of MEK5 binding to wildtype MEKK2, primary screen, biochemical, multiplex bead flow cytometry, Alexa488-MEK5; Alexa488-MEK5 binding to MEKK2 WT; actives lie on both sides; binding response (% of control), % at 10 µM; actives 1.1% (n = 290,000); AID 1531, 2009; Mitogen-activated protein kinase kinase kinase 2 (Homo sapiens), Q9Y2U5; in the data active = binding response below about 67% or above about 130%
V1R ag counter: agonists of human V1a receptor, primary screen, counter-screen for OXTR agonist project, fluorescence, CHO-V1R cells; Fluo-8 calcium fluorescence, agonist mode; 0% DMSO, 100% 3 nM vasopressin; activation, % at 3 µM; actives 0.25% (n = 320,000);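 active = activation above the mean activation of all tested compounds plus 3 SD, per screening run, cut at about 20% in these data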;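 also: signal is peak over basal fluorescence ratio across a 100 second FLIPR read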
Numbers without * were called inactive.

What do the screens show for `CC(C)(C)C(=O)NCCCc1nc2ccccc2n1CCCOc1ccc(Cl)cc1`?
NALP1 inh: -6; MEKK3 PB1 HTS: 110; OXTR ag: 8.8; PHOSPHO1 block: -36; MEKK2 mut-MEK5: 6; GalR3 antagonist: -2; GPR7 antag: 1; MEKK2wt PB1 HTS: 111; V1R ag counter: 8.3

Results for O=C(CSc1ncccn1)N/N=C/c1ccc(OC2CSC2)cc1 ?
NALP1 inh: -12; MEKK3 PB1 HTS: 102; OXTR ag: 1.3; PHOSPHO1 block: -16; MEKK2 mut-MEK5: -2; GalR3 antagonist: -7; GPR7 antag: 0; MEKK2wt PB1 HTS: 99; V1R ag counter: 0.0

Results for Cn1cnnc1SCC(=O)c1c[nH]c2ccccc12 ?
NALP1 inh: 6; MEKK3 PB1 HTS: 97; OXTR ag: 0.7; PHOSPHO1 block: 17; MEKK2 mut-MEK5: 3; GalR3 antagonist: -4; GPR7 antag: -4; MEKK2wt PB1 HTS: 99; V1R ag counter: 0.0

What do the screens show for `C#CCCOC(=O)N1C2=NC(C(=O)OC)=C(C(=O)OC)[C@@H]3N(C)c4ccccc4[C@]23C[C@H]1C(=O)OC`?
NALP1 inh: -5; MEKK3 PB1 HTS: 100; OXTR ag: 12; PHOSPHO1 block: 22; MEKK2 mut-MEK5: 8; GalR3 antagonist: -2; MEKK2wt PB1 HTS: 103; V1R ag counter: 0.6

How did CCOC(=O)N1CCC(NC(=O)c2cc(C(=O)Nc3ccc(OC)c(OC)c3)ccc2CO)CC1 do in these assays?
NALP1 inh: -6; MEKK3 PB1 HTS: 103; OXTR ag: -0.8; PHOSPHO1 block: -1; MEKK2 mut-MEK5: 11; GalR3 antagonist: -2; GPR7 antag: 0; MEKK2wt PB1 HTS: 106; V1R ag counter: 0.3

How did COC(=O)c1cc2occc2n1Cc1nc(-c2ccccc2Cl)oc1C do in these assays?
NALP1 inh: 19; MEKK3 PB1 HTS: 111; OXTR ag: 0.9; PHOSPHO1 block: 11; MEKK2 mut-MEK5: -1; GalR3 antagonist: -2; GPR7 antag: -15; MEKK2wt PB1 HTS: 102; V1R ag counter: 1.0

What do the screens show for `CC(=O)C1=C(C)Nc2ncnn2C1c1ccc(O)cc1` (configuration not stated)?
NALP1 inh: 14; MEKK3 PB1 HTS: 95; OXTR ag: 0.9; PHOSPHO1 block: 27; MEKK2 mut-MEK5: 6; GalR3 antagonist: -2; GPR7 antag: 3; MEKK2wt PB1 HTS: 98; V1R ag counter: 1.0

How did Cc1cccc(C(=O)O/N=C(\N)Cc2ccc([N+](=O)[O-])cc2)c1 do in these assays?
NALP1 inh: 20; MEKK3 PB1 HTS: 100; OXTR ag: -2.3; PHOSPHO1 block: -1; MEKK2 mut-MEK5: -2; GalR3 antagonist: -5; GPR7 antag: 6; MEKK2wt PB1 HTS: 96; V1R ag counter: -0.5

How did O=C(O)c1cccc(S(=O)(=O)Nc2ccc3oc(=O)sc3c2)c1 do in these assays?
NALP1 inh: 11; MEKK3 PB1 HTS: 104; OXTR ag: 0.1; PHOSPHO1 block: 42; MEKK2 mut-MEK5: 6; GalR3 antagonist: 0; GPR7 antag: -8; MEKK2wt PB1 HTS: 104; V1R ag counter: 0.7

Results for COc1ccc(/C=N/NC(=O)c2ccc3nc[nH]c3c2)cc1 ?
NALP1 inh: 21; MEKK3 PB1 HTS: 57; OXTR ag: 0.4; PHOSPHO1 block: -1; MEKK2 mut-MEK5: -31; GalR3 antagonist: -3; GPR7 antag: 1; MEKK2wt PB1 HTS: 62; V1R ag counter: 0.9

Results for COc1cc2nc(CN3CCN(S(=O)(=O)c4ccc(Cl)cc4)CC3)[nH]c(=O)c2cc1OC ?
NALP1 inh: -14; MEKK3 PB1 HTS: 105; OXTR ag: -0.9; PHOSPHO1 block: 16; MEKK2 mut-MEK5: -1; GalR3 antagonist: -4; GPR7 antag: -13; MEKK2wt PB1 HTS: 103; V1R ag counter: -0.6

What do the screens show for `COc1ccc(NC(=O)c2ccc(S(=O)(=O)N(C)C)cc2)cc1`?
NALP1 inh: -8; MEKK3 PB1 HTS: 101; OXTR ag: 1.1; PHOSPHO1 block: 6; MEKK2 mut-MEK5: -3; GalR3 antagonist: -6; GPR7 antag: -13; MEKK2wt PB1 HTS: 103; V1R ag counter: 2.9

What do the screens show for `CCOc1ccc(CCNC(=O)CCNS(=O)(=O)c2ccc3c(c2)CCN3C(C)=O)cc1OCC`?
NALP1 inh: 5; MEKK3 PB1 HTS: 94; OXTR ag: 0.1; PHOSPHO1 block: 45; MEKK2 mut-MEK5: -6; GalR3 antagonist: -5; GPR7 antag: -14; MEKK2wt PB1 HTS: 95; V1R ag counter: 0.0

Results for O=C(CCCc1c[nH]c2ccccc12)N1CCOCC1 ?
NALP1 inh: 9; MEKK3 PB1 HTS: 110; OXTR ag: 0.8; PHOSPHO1 block: 10; MEKK2 mut-MEK5: 6; GalR3 antagonist: 7; GPR7 antag: -11; MEKK2wt PB1 HTS: 110; V1R ag counter: 2.1

What do the screens show for `Cn1c(=S)[nH]c2sc3c(c2c1=O)CCC(C(C)(C)C)C3` (configuration not stated)?
NALP1 inh: -3; MEKK3 PB1 HTS: 103; OXTR ag: -0.3; PHOSPHO1 block: -12; MEKK2 mut-MEK5: 2; GalR3 antagonist: -8; GPR7 antag: -9; MEKK2wt PB1 HTS: 105; V1R ag counter: 0.1

What do the screens show for `COc1ccc(C(c2c(C)n(C)n(-c3ccccc3)c2=O)c2c(C)n(C)n(-c3ccccc3)c2=O)cc1OC`?
NALP1 inh: 19; MEKK3 PB1 HTS: 105; OXTR ag: -0.1; PHOSPHO1 block: -2; MEKK2 mut-MEK5: 3; GalR3 antagonist: -9; GPR7 antag: -8; MEKK2wt PB1 HTS: 103; V1R ag counter: 0.0

Results for COc1ccc(CCNC(=O)CSCc2ccc(F)cc2)cc1OC ?
NALP1 inh: 1; MEKK3 PB1 HTS: 102; OXTR ag: -1.0; PHOSPHO1 block: 7; MEKK2 mut-MEK5: -1; GalR3 antagonist: 0; GPR7 antag: -3; MEKK2wt PB1 HTS: 99; V1R ag counter: 0.2

Results for CC(C)c1onc(C(=O)N2C(C)CCCC2C)c1[N+](=O)[O-] (configuration not stated) ?
NALP1 inh: 32; MEKK3 PB1 HTS: 100; OXTR ag: -1.2; PHOSPHO1 block: -7; MEKK2 mut-MEK5: 2; GalR3 antagonist: -10; GPR7 antag: -1; MEKK2wt PB1 HTS: 99; V1R ag counter: 2.1

What do the screens show for `CC(=NCCc1ccccc1)C1=C(O)CSC1=O`?
NALP1 inh: 36; MEKK3 PB1 HTS: 101; OXTR ag: -1.1; PHOSPHO1 block: -4; MEKK2 mut-MEK5: 14; GalR3 antagonist: -2; GPR7 antag: -10; MEKK2wt PB1 HTS: 103; V1R ag counter: 0.1

What do the screens show for `COCc1nc2ccccc2n1Cc1ccccc1Br`?
NALP1 inh: -10; MEKK3 PB1 HTS: 101; OXTR ag: -2.5; PHOSPHO1 block: 18; MEKK2 mut-MEK5: -5; GalR3 antagonist: -4; GPR7 antag: -6; MEKK2wt PB1 HTS: 92; V1R ag counter: -0.8

What do the screens show for `COC(=O)c1ccccc1NC(=O)Nc1ccc(Cl)cn1`?
NALP1 inh: 8; MEKK3 PB1 HTS: 103; OXTR ag: 0.3; PHOSPHO1 block: -5; MEKK2 mut-MEK5: 1; GalR3 antagonist: -3; GPR7 antag: -13; MEKK2wt PB1 HTS: 102; V1R ag counter: -1.0

Results for CCOc1ccc2nc(COC(=O)c3cccs3)c(C(C)=O)[n+]([O-])c2c1 ?
NALP1 inh: 12; MEKK3 PB1 HTS: 90; OXTR ag: -1.6; PHOSPHO1 block: 20; MEKK2 mut-MEK5: -3; GalR3 antagonist: -2; GPR7 antag: 2; MEKK2wt PB1 HTS: 96; V1R ag counter: 1.0

How did CCC(C)[C@H](NC(=O)[C@@H]1CSC2c3ccccc3C(=O)N21)C(=O)NC1CCCC1 (some centres not stated) do in these assays?
NALP1 inh: 14; MEKK3 PB1 HTS: 98; OXTR ag: -2.8; PHOSPHO1 block: 49; MEKK2 mut-MEK5: 0; GalR3 antagonist: 0; GPR7 antag: -10; MEKK2wt PB1 HTS: 94; V1R ag counter: -0.9

What do the screens show for `CCCOc1ccc(-c2nc(=S)[nH][nH]2)cc1`?
NALP1 inh: -5; MEKK3 PB1 HTS: 112; OXTR ag: 0.0; PHOSPHO1 block: 95*; MEKK2 mut-MEK5: 10; GalR3 antagonist: 3; GPR7 antag: 2; MEKK2wt PB1 HTS: 111; V1R ag counter: -0.4

Results for CCOC(=O)c1sc2cccc(F)c2c1N ?
NALP1 inh: -2; MEKK3 PB1 HTS: 99; OXTR ag: -1.0; PHOSPHO1 block: 19; MEKK2 mut-MEK5: 4; GalR3 antagonist: -5; GPR7 antag: -11; MEKK2wt PB1 HTS: 104; V1R ag counter: -1.1

Results for CCN(c1ccc(OC)cc1)S(=O)(=O)c1nnc(NC(=O)COc2ccc(C)cc2)s1 ?
NALP1 inh: 19; MEKK3 PB1 HTS: 103; OXTR ag: -2.7; PHOSPHO1 block: 23; MEKK2 mut-MEK5: -3; GPR7 antag: -3; MEKK2wt PB1 HTS: 101; V1R ag counter: -0.1

Results for CCOc1cc(/C=N/O)cc(Br)c1OCC ?
NALP1 inh: 8; MEKK3 PB1 HTS: 124*; OXTR ag: -2.6; PHOSPHO1 block: 5; MEKK2 mut-MEK5: 6; GalR3 antagonist: -7; GPR7 antag: -16; MEKK2wt PB1 HTS: 100; V1R ag counter: -1.7

What do the screens show for `Cc1nnc(NCCc2ccccc2)n(N)c1=O`?
NALP1 inh: 19; MEKK3 PB1 HTS: 99; OXTR ag: 1.5; PHOSPHO1 block: 4; MEKK2 mut-MEK5: 6; GalR3 antagonist: 0; GPR7 antag: -3; MEKK2wt PB1 HTS: 103; V1R ag counter: 1.8

What do the screens show for `CCOC(=O)NC(=O)/C(C#N)=C\Nc1sccc1C(=O)OC`?
NALP1 inh: 2; MEKK3 PB1 HTS: 95; OXTR ag: 57*; PHOSPHO1 block: 33; MEKK2 mut-MEK5: -7; GalR3 antagonist: -1; GPR7 antag: -5; MEKK2wt PB1 HTS: 94; V1R ag counter: 53*

How did O=C(Cc1cccc2ccccc12)N/N=C/c1ccc(Sc2nc3ccccc3s2)o1 do in these assays?
NALP1 inh: -2; MEKK3 PB1 HTS: 97; OXTR ag: 0.0; PHOSPHO1 block: 12; MEKK2 mut-MEK5: 0; GalR3 antagonist: -2; GPR7 antag: -12; MEKK2wt PB1 HTS: 101; V1R ag counter: 1.7

What do the screens show for `COc1ccccc1NC(=O)N1CCN(c2ccccn2)CC1`?
NALP1 inh: 16; MEKK3 PB1 HTS: 99; OXTR ag: 0.1; PHOSPHO1 block: 1; MEKK2 mut-MEK5: 4; GalR3 antagonist: 1; GPR7 antag: 2; MEKK2wt PB1 HTS: 105; V1R ag counter: 0.5
